Assay outcomes from PubChem BioAssay.
aSyn rescue: qHTS of alpha-syn Inhibitors | Yeast expressing alpha-synuclein, growth rescue, BacTiter-Glo, 24 h | Potency, µM (highest dose often 46.1 µM), without a hit: top-dose growth rescue (activation), most hits filed as activators | 0.14% of 370,000 active; note: potency is the fitted concentration of half-maximal effect; % of control where 0% means no effect; nearly all actives have a fitted effect of over 65% in size
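Screening used galactose-induced yeast with toxic alpha-synuclein levels, exposed to compound for 24 hr at 30 deg C. Cell growth, read with BacTiter-Glo luminescence, gave the measured signal.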
DRD3 antagonist: qHTS of D3 Dopamine Receptor Antagonist: qHTS | D3R cells, DiscoveRx beta-arrestin luminescence, antagonist mode; stronger effect = lower value | 2.5% of 360,000 active | D(3) dopamine receptor (Homo sapiens), P35462 | max response, negative = inhibition, %; in the data active = max response below about -50%; inconclusive = no clear call, values can overlap the other calls; note: % is set by controls: 0 for no effect and ±100 for the full control effect; mostly tested at two doses, the higher about 12 µM
Target sequence (P35462 whole entry, looked up): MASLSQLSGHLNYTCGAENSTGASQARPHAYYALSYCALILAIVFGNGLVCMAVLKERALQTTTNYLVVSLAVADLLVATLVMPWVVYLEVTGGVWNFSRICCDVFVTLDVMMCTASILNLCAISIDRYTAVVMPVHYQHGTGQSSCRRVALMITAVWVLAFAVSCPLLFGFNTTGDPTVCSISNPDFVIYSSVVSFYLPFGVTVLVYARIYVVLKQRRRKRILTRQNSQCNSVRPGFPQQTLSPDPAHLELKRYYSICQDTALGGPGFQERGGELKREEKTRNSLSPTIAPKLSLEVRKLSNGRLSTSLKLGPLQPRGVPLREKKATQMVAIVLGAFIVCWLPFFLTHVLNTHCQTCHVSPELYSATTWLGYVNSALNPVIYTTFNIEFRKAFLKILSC
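Cells plated overnight at 1500 cells/well, then exposed to library compounds with dopamine controls for 90 minutes at 37 degrees C. DiscoveRx reagent added for 30–60 minutes at room temperature; luminescence read, quantitative HTS format.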
D3 ag: qHTS of D3 Dopamine Receptor Agonist: qHTS. D(3) dopamine receptor (Homo sapiens), P35462. D3R DiscoveRx beta-arrestin cells, luminescence, 90 min. max activation, %. 0.58% of 410,000 active. AID 652048, 2013; in the data active = max activation above about 30%; note: 0% is about no effect; mostly tested at two doses, the higher about 12 µM
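Agonist mode: compounds and dopamine controls were applied to plated cells for 90 min at 37 degrees C after an overnight attachment at 1500 cells/well. Luminescent read-out followed 30 - 60 minutes at room temperature with DiscoveRx detection reagent.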
GLP-1R inv ag: qHTS of GLP-1 Receptor Inverse Agonists (Inhibition Mode); AID 624417, 2012; Potency, µM (highest dose often 38.3 µM), for the others: at the highest dose activity change, negative = inhibition, hits mostly inhibitors; HEK293 GLP-1R CRE-luciferase, luminescence, 24 h; GLP-1R form is constitutively active; 1.6% of 410,000 active; Glucagon-like peptide 1 receptor (Homo sapiens), P43220; note: potency is the fitted concentration of half-maximal effect; % is set by controls: 0 for no effect and ±100 for the full control effect; nearly all actives have a fitted effect of over 55% in size
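Readout was luciferase luminescence, measured 12 min after detection reagent at room temperature. Beforehand, GLP-1R reporter HEK293 cells had sat 12 h, then received compounds for 24 hr at 37 deg C.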
PTHR1 ag: qHTS for PTHR1 Agonists: Primary Screen; Parathyroid hormone/parathyroid hormone-related peptide receptor (Homo sapiens), Q03431; Potency, µM (titrated, usually from 115 µM), for inactives: at the top dose activation, hits mostly activators; HEK293 GP2 PTHR1 cells, GloSensor cAMP luminescence, 1 h; 0.075% of 410,000 active; note: potency is the fitted concentration of half-maximal effect; nearly all actives have a fitted effect of over 55% in size; some results filed as inactive show a strong effect at the top dose; inactives centre near -15; many of its hits are not listed in these tables
Target sequence (Q03431 whole entry, looked up): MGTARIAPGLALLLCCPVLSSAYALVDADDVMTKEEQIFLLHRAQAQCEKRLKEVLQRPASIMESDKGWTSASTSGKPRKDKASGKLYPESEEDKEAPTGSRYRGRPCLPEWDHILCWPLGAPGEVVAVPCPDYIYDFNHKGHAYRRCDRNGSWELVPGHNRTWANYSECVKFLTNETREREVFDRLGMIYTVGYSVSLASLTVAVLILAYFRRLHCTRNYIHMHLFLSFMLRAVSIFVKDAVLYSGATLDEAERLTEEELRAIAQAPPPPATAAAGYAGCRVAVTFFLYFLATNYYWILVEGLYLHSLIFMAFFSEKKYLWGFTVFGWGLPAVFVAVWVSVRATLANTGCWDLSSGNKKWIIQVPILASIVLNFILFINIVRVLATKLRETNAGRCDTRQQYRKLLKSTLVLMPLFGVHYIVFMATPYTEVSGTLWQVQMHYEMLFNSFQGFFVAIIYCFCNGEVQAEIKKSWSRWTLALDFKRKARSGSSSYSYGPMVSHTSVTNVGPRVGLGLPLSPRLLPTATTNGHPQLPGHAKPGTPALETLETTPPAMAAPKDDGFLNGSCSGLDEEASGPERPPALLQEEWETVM
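HEK-293-derived GP2 cells expressing PTHR1 and a GloSensor cAMP reporter, 3,000/well, plated overnight, given luciferin plus IBMX (each 0.5 mM as added) for 1 h at 37 °C, then compound for 1 h at 37 °C. Luminescence was read after 15 min at room temperature.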
KB-V1 cytotox: qHTS assay for MDR1-selective chemotherapeutics: Primary screen using the drug-selected MDR subline cells KB-V1. Potency, µM (series often up to 46.1 µM), inactives show at the top dose activity change, negative = cytotoxicity, hits mostly cytotoxic. KB-V1 MDR cells viability, CellTiter-Glo, 72 h. 3.4% of 400,000 active; note: potency is the fitted concentration of half-maximal effect; % is set by controls: 0 for no effect and ±100 for the full control effect; nearly all actives have a fitted effect of over 60% in size
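Following 72 h at 37 degrees C with compound, KB-V1 cell viability was read by CellTiter-Glo luminescence, medium being phenol-red-free DMEM plus 10% FBS; concentration-response parameters came from normalized, curve-fitted qHTS data.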
GLP-1R agonist: qHTS of GLP-1 Receptor Agonists. Potency, µM (highest dose often 45.6 µM), for inactives: at the top dose activation, actives largely listed as activators. Glucagon-like peptide 1 receptor (Homo sapiens), P43220. HEK293 GLP-1R CRE-luciferase, luminescence, 4-6 h; cells express a hypersensitive GLP-1R form. 0.007% of 380,000 active; note: potency is the fitted concentration of half-maximal effect; % of control where 0% means no effect
TDP-43 yeast inh: qHTS of TDP-43 Inhibitors | AID 652104, 2013 | Potency, µM (doses to about 46.1 µM), for the others: top-dose growth rescue (activation), most hits filed as activators | 1.8% of 410,000 active | TDP-43 expressing yeast growth rescue, BacTiter-Glo, 24 h; note: potency is the fitted concentration of half-maximal effect; % of control where 0% means no effect; nearly all actives have a fitted effect of over 50% in size
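Readout is BacTiter-Glo luminescence of cell growth, so inhibitors register as activators. TDP-43-expressing yeast at OD600=0.02 in galactose medium, after raffinose pregrowth to mid-log, were incubated with compound for 24 hr at 30 deg C.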
HEK293 tox: qHTS of GLP-1 Receptor Inverse Agonists: Cytotox Screen; 0.13% of 410,000 active; Potency, µM (top dose mostly 38.3 µM), for the others: at the top dose activity change, negative = inhibition, hits mostly inhibitors; HEK293 cAMP-luciferase reporter cells, luminescence, 24 h;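 note: loss of luciferase light is scored as toxicity; potency is the fitted concentration of half-maximal effect; % is set by controls: 0 for no effect and ±100 for the full control effect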
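Compound-treated cells are incubated 24 hr at 37 deg C under 5% CO2 after a 12 hour attachment period, then luciferase detection reagent is added and luminescence is measured following 12 min at room temperature; lowered signal indicates toxicity.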
* = called active by the depositor; i = inactive; ? = inconclusive; · = not tested or not shown; [ ] = another dose, or the depositor's remark. Unless noted, calls come from the whole dose curve; as a rule, active = well fitted curve in the direction sought with a large enough effect; inconclusive = small, poorly fitted or top-dose-only effect, or another doubt; inactive = no such curve, though single readings can be large; an effect the other way counts as inactive or inconclusive. The list is partial. The share of hits here may be higher or lower than overall.

mol	PTHR1 ag	GLP-1R agonist	D3 ag	aSyn rescue	KB-V1 cytotox	DRD3 antagonist	HEK293 tox	TDP-43 yeast inh	GLP-1R inv ag
Cc1cc(-c2ccc(C)c(S(=O)(=O)N3CCC(C)CC3)c2)on1	-63%[inhibitor]	·	0	·	?	·	1%	12%	-15%
O=C(NOCc1cscn1)Nc1ccccc1	i	1%	5	5%	-15%	5	67%[activator]	13%	35%[activator]
Cc1ccc(SCC(=O)Nc2cccc(C)c2)cc1	?	1%	2	10%	-17%	-8	2%	17%	-23%
O=C(/C=C/c1ccc2ccccc2n1)N1CCN(S(=O)(=O)c2ccc(F)cc2)CC1	-14%	4%	7	12%	?	-3	-28%	19%	?
COc1cccc(CNc2ccc([N+](=O)[O-])cc2C)c1	-44%[inhibitor]	9%	-7	6%	15µM*	9	4%[0.307 µM]	16µM*	-4%[0.307 µM]
O=C(CN1CCC(C(=O)c2ccc3c(c2)OCCO3)CC1)NCc1ccccc1	-3%	22%	-10	2%	?	-16	-6%	-16%	-30%
COc1ccccc1C(=O)OCc1ccc2sc(C)nc2c1	-93%	?	-7	10%	-18%	3	3%	?	4%
CC(=O)c1ccc2c(c1)OCCOCCOCCO2	i	12%	3	-2%	5%	-13	-6%	-13%	-6%
CCOc1ccc(S(=O)(=O)N2CCCCC2)cc1NC(=O)C1COc2ccccc2O1 (stereo unspecified)	-30%	-5%	4	1%	·	9	1%	-8%	?
C=CCSc1ncccc1C(=O)NCCc1ccccc1	i	13%	-13	-10%	2%	2	7%	-4%	?
COc1ccccc1N(C)S(=O)(=O)c1ccc(C(=O)Nc2ccc(C(N)=O)cc2)cc1	-44%[inhibitor]	-4%	-4	3%	?	22	-11%	8%	-5%
O=C(CSc1n[nH]c(-c2cccs2)n1)N1CCN(S(=O)(=O)c2ccc3ccccc3c2)CC1	-9%[57.5 µM]	-8%	-2	4%	-10%	-70*	-17%	-11%	-5%
NS(=O)(=O)c1cc2c(cc1Cl)NC(C1C[C@H]3C=C[C@@H]1C3)NS2(=O)=O (stereo partly specified)	-24%	3%	2	-1%	15%	1	-6%	15%	7%
CCCCc1c(-c2ccccc2OC)ncn1CCc1ccccc1OC	-54%[inhibitor]	-3%	0	2%	8.2µM*	37	-34%	20%	?
COC(=O)C[C@H](NC(=O)Cn1cnc2c(SC)nc(N)nc21)C(=O)OC	-24%	1%	6	-3%	0%	-13	-7%	14%	-3%
O=C(Nc1nnc(-c2ccccc2Cl)o1)c1nc2ccccc2s1	i	3%	11	4%	?	-2	15%	?	?
COc1ccc([C@H]2C[C@H](O)[C@@H](n3cc(C4CC4)nn3)CN2Cc2cccs2)cc1	i	13%	1	0%	-1%	5	-7%	0%	9%
CCOc1ccc(NC(=O)CSc2n[nH]c(N)n2)c([N+](=O)[O-])c1	i	6%	-1	-2%	18%	-27	-9%	-29%	61%[activator]
Cc1cc2c(cn1)C(CCC#N)(CCC#N)c1ccccc1-2	?	-3%	-4	-6%	0%	-20	0%	-15%	2%
CCO[C@@H]1OC(C(=O)NC2CC2)=C[C@H](c2ccc3c(c2)OCO3)[C@H]1CCCO	i	-4%	-5	-1%	17%	40	3%	23%	12%
CN(Cc1ccccc1)C(=O)c1cccc(C(=O)N(C)Cc2ccccc2)c1	i	17%	115*	0%	-13%	-13	-2%	1%	1%
Cc1cc2nc(C3CCN(Cc4nnnn4Cc4ccccc4)CC3)[nH]c2cc1C	-26%	-3%	-7	9%	?	-25	?	-24%	?
COc1ccc(NC(=S)NCCCN2CCCC2)cc1	i	2%	-19	-3%	?	13	-4%	-27%[0.397 µM]	6%
Cc1ccc(Cn2c(SCC(=O)NCc3ccccc3Cl)nc3ccsc3c2=O)cc1	i	·	-18	·	·	·	-5%	1%	-1%
Cc1ccc(SCC(=O)NC2CCS(=O)(=O)C2)cc1C (stereo unspecified)	i	-1%	3	-1%	7%	10	3%	7%	2%
CCCn1c(=N)c(C(=O)NCc2cccnc2)cc2c(=O)n3ccccc3nc21	i	0%	1	·	5%	·	174%[activator]	16%	23%
CC(=O)N1CCc2cc(S(=O)(=O)C(C)CC(=O)Nc3ccc(Br)c(C)c3)ccc21 (stereo unspecified)	-21%	1%	-7	·	?	·	-4%	15%	-18%
COCC(C)NC(=O)C1CC(=O)N(CCc2ccc(F)cc2)C1 (stereo unspecified)	8%	-5%	-2	-13%	7%	-18	5%	-16%	6%
O=C(Cn1nnc(-c2ccccc2)n1)N/N=C/c1cccc([N+](=O)[O-])c1O	-19%	5%	5	7%	-30%	-9	9%	-14%	-11%
O=C(OCC(=O)c1ccc(Cl)cc1Cl)c1ccc2c(c1)C(=O)N(c1cccc3ncccc13)C2=O	-25%	-9%	1	10%	3%	52	-1%	?	-1%
O=C(N/N=C/c1ccccc1OCC(=O)N1CCCC1)C(=O)Nc1ccccc1F	-15%	19%	-5	1%	0%	13	0%	11%	30%
CC(C)=C(NC(=O)c1ccccc1)C(=O)N/N=C(\C)c1ccccc1O	i	-9%	-9	2%	0%	-74*	-15%	3%	-1%
Cc1noc(C)c1CSCC(=O)OCc1nnc(-c2ccc([N+](=O)[O-])cc2)o1	-10%	1%	7	1%	?	-11	6%	0%	6%
COc1cc(CC(=O)N2CCN(S(=O)(=O)c3ccc(C)cc3)CC2)cc(OC)c1OC	i	-2%	-8	4%	1%	18	-4%	15%	8%
CC1=C/C(=C\C=C(C#N)C#N)N(C)c2ccccc21	i	3%	5	0%	0%	-25	-24%	-7%[1.82 µM]	23%
CCCc1cc(=O)[nH]c(SCC(=O)Nc2ccc(C)c(S(=O)(=O)N3CCCCC3)c2)n1	-15%	-2%	0	0%	18%	-1	-6%	5%	9%
Cc1ccc(C2C(C(=O)O)c3ccccc3C(=O)N2C)c(C)c1 (stereo unspecified)	-16%	-4%	5	4%	5%	1	-1%	5%	15%
Cc1ccc(CN2C(=O)c3ccccc3Sc3ccc(C(=O)NC4CCCCC4)cc32)cc1	-19%	·	8	·	·	·	16%	8%	12%
Cc1cc(C(=O)COC(=O)C2=NN(c3ccccc3)C(=O)CC2)c(C)n1CC(F)(F)F	i	3%	2	1%	2%	12	-2%	-22%[0.397 µM]	?
OC(COc1ccc2cc(Br)ccc2c1)CN1CCOCC1 (stereo unspecified)	-3%[57.5 µM]	7%	2	2%	-13%	75	15%	-23%	?
N#Cc1c(N)n[nH]c1-c1cc2c([nH]1)CCCC2	i	3%	-2	0%	-23%	-4	10%	-7%	0%
Cc1cc(C)cc(-n2ncc3c2CCCC3NC(=O)c2ccccc2)c1 (stereo unspecified)	-42%[inhibitor]	12%	14	2%	?	40	-10%	15%	?
CC(C)CN(C(=O)CN1CCN(c2ccc([N+](=O)[O-])cc2)CC1)c1c(N)n(CC(C)C)c(=O)[nH]c1=O	i	-1%	-6	1%	0%	12	-14%	-1%	11%
COc1cc(NC(=O)Cc2c(C(=O)O)[nH]c3ccccc23)cc(OC)c1OC	i	-1%	4	0%	-3%	15	-10%	6%	-6%

Five of these compounds, reformatted.
Results follow in this order: PTHR1 ag, GLP-1R agonist, D3 ag, aSyn rescue, KB-V1 cytotox, DRD3 antagonist, HEK293 tox, TDP-43 yeast inh, GLP-1R inv ag
Cc1ccc(CN2C(=O)c3ccccc3Sc3ccc(C(=O)NC4CCCCC4)cc32)cc1
→ -19%, ·, 8, ·, ·, ·, 16%, 8%, 12%
Cc1cc(C(=O)COC(=O)C2=NN(c3ccccc3)C(=O)CC2)c(C)n1CC(F)(F)F
→ i, 3%, 2, 1%, 2%, 12, -2%, -22%[0.397 µM], ?
OC(COc1ccc2cc(Br)ccc2c1)CN1CCOCC1 (stereo unspecified)
→ -3%[57.5 µM], 7%, 2, 2%, -13%, 75, 15%, -23%, ?
N#Cc1c(N)n[nH]c1-c1cc2c([nH]1)CCCC2
→ i, 3%, -2, 0%, -23%, -4, 10%, -7%, 0%
Cc1cc(C)cc(-n2ncc3c2CCCC3NC(=O)c2ccccc2)c1 (stereo unspecified)
→ -42%[inhibitor], 12%, 14, 2%, ?, 40, -10%, 15%, ?

Record cards, as listed above. Order of screens: PTHR1 ag | GLP-1R agonist | D3 ag | aSyn rescue | KB-V1 cytotox | DRD3 antagonist | HEK293 tox | TDP-43 yeast inh | GLP-1R inv ag
Profile of CC(C)CN(C(=O)CN1CCN(c2ccc([N+](=O)[O-])cc2)CC1)c1c(N)n(CC(C)C)c(=O)[nH]c1=O → i | -1% | -6 | 1% | 0% | 12 | -14% | -1% | 11%
Profile of CCCc1cc(=O)[nH]c(SCC(=O)Nc2ccc(C)c(S(=O)(=O)N3CCCCC3)c2)n1 → -15% | -2% | 0 | 0% | 18% | -1 | -6% | 5% | 9%
Profile of Cc1cc(-c2ccc(C)c(S(=O)(=O)N3CCC(C)CC3)c2)on1 → -63%[inhibitor] | · | 0 | · | ? | · | 1% | 12% | -15%
Profile of CC1=C/C(=C\C=C(C#N)C#N)N(C)c2ccccc21 → i | 3% | 5 | 0% | 0% | -25 | -24% | -7%[1.82 µM] | 23%
